# V1aR counter: V1a receptor agonism, counter-screen for OXTR agonists; P37288; CHO-V1R cells, Fluo-8 calcium fluorescence, agonist mode; 0% DMSO, 100% 3 nM vasopressin; activation, % at 3 µM; 320,000 compounds, 0.25% hits; AID 2797;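 active means activation above the mean activation of all tested compounds plus 3 SD, per screening run, cut at about 20% in these data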;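 further: signal is peak over basal fluorescence ratio across a 100 second FLIPR read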
# Target sequence (P37288 whole entry, looked up): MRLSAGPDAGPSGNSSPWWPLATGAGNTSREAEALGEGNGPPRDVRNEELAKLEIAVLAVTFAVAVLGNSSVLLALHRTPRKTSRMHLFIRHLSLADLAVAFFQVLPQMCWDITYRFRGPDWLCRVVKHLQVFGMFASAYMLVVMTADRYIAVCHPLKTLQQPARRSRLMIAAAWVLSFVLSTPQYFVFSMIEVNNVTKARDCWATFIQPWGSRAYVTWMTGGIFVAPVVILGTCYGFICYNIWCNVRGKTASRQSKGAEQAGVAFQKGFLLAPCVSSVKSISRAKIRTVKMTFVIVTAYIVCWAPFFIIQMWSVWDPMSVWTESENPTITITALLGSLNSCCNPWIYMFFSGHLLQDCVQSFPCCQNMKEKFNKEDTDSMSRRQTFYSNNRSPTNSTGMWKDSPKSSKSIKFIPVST
# MEKK2 mut-MEK5: signal of MEK5 binding to mutant human MEKK2 PB1 domain | percent response, % at 10 µM | AID 1530 | bead flow cytometry, Alexa488-MEK5 binding to MEKK2 mutant | 290,000 compounds, 0.35% hits; in the data active means percent response above about 24%, passing the limit was not always enough; further: inactives centre near 1; some results filed as inactive read as strong as hits; reference of the scale not given here
# MEKK2wt PB1 HTS: raises or lowers MEK5 binding to wildtype human MEKK2 PB1 domain; Q9Y2U5; bead flow cytometry, Alexa488-MEK5 binding to MEKK2 WT; actives lie on both sides; binding response (% of control), % at 10 µM; 290,000 compounds, 1.1% hits; AID 1531; in the data active means binding response below about 67% or above about 130%
# MEKK3 PB1 HTS: modulators (inhibitors or enhancers) of MEK5 binding to human MEKK3 PB1 domain; 290,000 compounds, 1.4% hits; bead-based flow cytometry, Alexa488-MEK5 binding to MEKK3; actives lie on both sides; 0 = blocked by unlabeled MEK5, 100 = vehicle; Q99759; AID 1529; binding response (% of control), % at 10 µM;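 active means binding response more than 3 SD above or below the average of its plate-row segment, actives on both sides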;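 further: Alexa488 bead fluorescence after subtracting the streptavidin-only scavenger bead signal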
# NALP1 inh: inhibitors of NALP1 inflammasome in yeast; S. cerevisiae NALP1/ASC/caspase-1 growth, X-gal OD620, 72 h; inhibition, % at 10 µM; 280,000 compounds, 0.61% hits; in the data active means inhibition mostly above about 24%, no sharp cut-off; inactive means mostly below about 32%; further: some compounds called inactive have numbers as strong as hits
# OXTR agonist: agonists of human oxytocin receptor; P30559; CHO-OTR cells, Fluo-8 calcium fluorescence; normalized: DMSO 0%, oxytocin 100%; activation, % at 3 µM; 320,000 compounds, 0.32% hits; AID 2435;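 active means activation above the mean of all tested compounds plus 3 SD, cutoff set per screening run, cut at about 20% in these data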;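 further: peak over basal fluorescence ratio from a 100 s FLIPR kinetic read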
# GPR7 antag: human neuropeptides B/W receptor 1 antagonism; P48145; GPR7-expressing cells, fluorescence antagonist assay; inhibition, % at 4.4 µM; 290,000 compounds, 1.1% hits; AID 1861; in the data active means inhibition above about 16%, passing the limit was not always enough;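 further: cells stimulated with the agonist NPW; 0% = agonist with vehicle and 100% = vehicle without agonist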
# Target sequence (P48145 whole entry, looked up): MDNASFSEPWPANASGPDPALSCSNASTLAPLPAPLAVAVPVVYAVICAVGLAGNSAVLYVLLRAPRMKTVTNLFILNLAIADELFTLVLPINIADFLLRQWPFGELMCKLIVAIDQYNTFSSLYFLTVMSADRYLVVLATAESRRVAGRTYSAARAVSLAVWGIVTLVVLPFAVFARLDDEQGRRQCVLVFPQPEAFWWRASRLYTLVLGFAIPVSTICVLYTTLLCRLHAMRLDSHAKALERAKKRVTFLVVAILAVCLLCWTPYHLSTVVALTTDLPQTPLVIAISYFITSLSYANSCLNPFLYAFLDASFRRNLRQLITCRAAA
# GalR3 antag: blocks the human galanin receptor 3 | O60755 | HEK293 GalR3-CNG cAMP membrane potential fluorescence; galR3 body fused to GalR1 C-terminus | inhibition, % at 3 µM | 360,000 compounds, 0.44% hits | AID 651719;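 active means inhibition above the screen-wide average plus 3 SD, cut at about 13% in these data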;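 further: forskolin and galanin both at EC90 stimulate the cells; cAMP rise reported by CNG channel membrane potential dye signal; 0% = forskolin plus galanin with DMSO and 100% = forskolin alone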
# PHOSPHO1 block: inhibitors of human PHOSPHO1 phosphatase; AID 1565; Q8TCT1; inhibition, % at 13.3 µM; recombinant PHOSPHO1, absorbance phosphatase assay; 290,000 compounds, 1.1% hits; in the data active means inhibition above about 60%
# Target sequence (Q8TCT1 whole entry, looked up): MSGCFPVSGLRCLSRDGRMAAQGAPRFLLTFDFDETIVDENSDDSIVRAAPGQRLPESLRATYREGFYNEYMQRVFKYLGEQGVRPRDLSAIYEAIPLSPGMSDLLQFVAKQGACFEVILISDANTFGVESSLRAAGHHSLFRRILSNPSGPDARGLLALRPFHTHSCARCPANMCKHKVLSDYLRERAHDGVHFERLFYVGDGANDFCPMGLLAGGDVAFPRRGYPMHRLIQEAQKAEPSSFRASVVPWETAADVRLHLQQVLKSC
# The depositor's hits bear a star; · = no result given; [ ] = another dose, or the depositor's remark.
SMILES,V1aR counter,MEKK2 mut-MEK5,MEKK2wt PB1 HTS,MEKK3 PB1 HTS,NALP1 inh,OXTR agonist,GPR7 antag,GalR3 antag,PHOSPHO1 block
O=C(NN=C1CCCCCC1)c1cccnc1,0.9,1,114,121,8,0.2,-9,-8,16
O=C1CC(/C=C/c2ccccc2)(C(=O)NC2CCCC2)N1c1ccc(S(=O)(=O)N2CCCC2)cc1 (configuration not stated),0.1,-1,99,100,28,-0.8,7,-2,-2
O=C(NCc1ccc(Cl)cc1)c1ccc(OCC2CCCO2)cc1 (configuration not stated),2.0,-1,97,96,28,-0.4,-12,-1,-18
O=C(C(Cl)Cl)N1CCN(Cc2ccc3c(c2)OCO3)CC1,0.0,3,105,106,16,0.1,-15,-3,15
Cc1cc(=O)oc2cc(OCC(=O)Nc3nnc(CC(C)C)s3)ccc12,-0.4,4,105,107,-7,-0.9,-16,-2,-4
CCn1c(=S)[nH]c2scc(-c3cccs3)c2c1=O,·,-1,100,104,-13,·,-13,2,-75
CC1CCN(CCNC(=O)C2CCCN(c3ncnc4c3nc3n4CCCCC3)C2)CC1 (configuration not stated),0.7,2,103,103,32,0.2,-2,3,15
COC(=O)CCSc1nc(N2CCOCC2)c2c(c1C#N)CC(C)(C)OC2,0.0,3,104,104,-7,-1.3,-4,-6,-2
O=C(CNC(=O)c1ccc([N+](=O)[O-])cc1)N/N=C/c1c[nH]c2ccccc12,0.0,11,113,106,13,-0.2,-11,-3,43
COc1ccc(OC)c(S(=O)(=O)N2CCC(C(=O)N3CCCC3)CC2)c1,0.3,1,99,99,5,0.3,-6,-6,28
Cc1ccc(C(=O)NCCC(=O)NCc2ccco2)cc1,0.5,6,104,103,3,0.0,8,-2,28
Cc1cccc(NC(=O)CC23CC4CC(C2)CC(n2nnc(C)n2)(C4)C3)c1,1.4,-1,100,107,-12,-1.1,-5,1,-12
COc1cccc(/C=C(/C(=O)OCC(=O)NCC2CCCO2)c2ccccc2)c1 (configuration not stated),1.6,-5,95,104,30,-1.9,0,-6,4
CC(C)[C@H](NC(=O)c1ccccc1)C(=O)OCC(=O)N1CCCc2ccccc21,0.1,-3,93,91,29,-0.5,15,3,-6
CCN1CCN(CC(=O)N2N=C(c3cccs3)CC2c2ccc(C)cc2)C(=O)C1=O (configuration not stated),0.5,2,101,105,-11,1.6,-12,2,8
O=C(/C=C/c1ccc(Cl)cc1)Nn1c(-c2cccs2)nc2ccccc2c1=O,0.2,0,105,131*,21,-0.6,-6,-4,14
O=C(NC(=S)Nc1ccc2c(c1)OCO2)c1ccccc1,0.0,9,105,103,1,2.0,-4,-3,-65
CS(=O)(=O)N(CC(=O)N1CCCC1)c1cc(C(F)(F)F)ccc1Cl,-0.2,-8,92,92,9,-0.4,6,1,54
CCOc1ccccc1N1CCN(CC(=O)Nc2nc(C)c(C(=O)N(C)C)s2)CC1,1.9,-3,95,100,-11,-0.2,-4,-1,-33
NC(=O)C1CC(=O)N(c2ccc(OCC(=O)Nc3ccc(Cl)cc3)cc2)C1 (configuration not stated),1.1,-2,99,100,12,0.7,-7,-5,4
COCCn1c(C)cc(C(=O)COC(=O)c2ccc([N+](=O)[O-])o2)c1C,-0.5,2,103,106,14,-0.3,4,-4,32
O=C(Nc1ccc(Br)cc1Cl)c1cnccn1,-1.1,2,91,95,4,-1.5,3,-7,-4
CCOC(=O)c1ccccc1NC(=O)c1ccc2c(SCC(=O)O)c3c(nc2c1)CCCC3,2.7,-2,94,101,28,0.4,-9,-7,15
O=[N+]([O-])c1cccc(S(=O)(=O)c2ccc(NCCOCCO)c([N+](=O)[O-])c2)c1,1.9,-1,97,95,-4,1.4,-8,-9,35
CCN(CC)S(=O)(=O)c1ccc(C)c(C(=O)Oc2cccc(-c3cnc4ccccc4n3)c2)c1,-1.1,-3,96,102,15,-0.1,1,-6,-12
CC(=O)CSc1nnc(Cc2ccc([N+](=O)[O-])cc2)o1,-0.3,-2,100,99,-8,0.5,-9,-9,-33
CC(Oc1ccc(Cl)cc1)c1ccnn1S(=O)(=O)c1ccccc1 (configuration not stated),0.4,1,103,94,-23,-0.4,-3,-7,-10
Cc1cc(C)n(-c2ccc(C(=O)OCC(=O)Nc3ccccc3[N+](=O)[O-])cc2)n1,-0.5,14,105,102,18,-1.0,-12,2,8
Cc1ccc(S(=O)(=O)N(CC(=O)NCC2CCCO2)Cc2ccc(F)cc2)cc1 (configuration not stated),-0.7,-7,99,99,34,-0.8,5,-9,26
O=C(NCC1CCCO1)C1CCCN(S(=O)(=O)c2cc(Cl)ccc2Cl)C1 (configuration not stated),1.2,8,105,107,8,0.2,-7,-3,24

# With a hit mark in MEKK3 PB1 HTS (from the list above):
SMILES | MEKK2 mut-MEK5 | MEKK2wt PB1 HTS | MEKK3 PB1 HTS | NALP1 inh | GPR7 antag | GalR3 antag | PHOSPHO1 block
O=C(/C=C/c1ccc(Cl)cc1)Nn1c(-c2cccs2)nc2ccccc2c1=O | 0 | 105 | 131* | 21 | -6 | -4 | 14

# The list goes on.
SMILES,V1aR counter,MEKK2 mut-MEK5,MEKK2wt PB1 HTS,MEKK3 PB1 HTS,NALP1 inh,OXTR agonist,GPR7 antag,GalR3 antag,PHOSPHO1 block
CCOC(=O)N1CCN(C(=O)c2ccc3c(=O)n(-c4ccccc4F)c(=S)[nH]c3c2)CC1,-0.4,2,104,101,-10,-0.6,-14,2,8
Cc1ccc(-c2ocnc2C(=O)Nc2nc(C)cs2)cc1,1.2,5,106,108,1,-2.2,-11,-10,41
CCCCCN1CC(O)=C(c2nc3ccccc3[nH]2)C1=N,0.7,-2,102,93,-14,4.3,4,0,10
O=C1CCC(C(=O)N2CCc3c(Cl)cccc3C2)CN1CCCN1CCOCC1 (configuration not stated),·,7,106,105,7,·,-12,-2,23
COc1ccc(/C=N/N2CCN(C3c4ccccc4-c4ccccc43)CC2)cc1O,-1.1,0,108,99,9,1.4,-7,0,-12
CNc1nc(C)cc(C)c1S(=O)(=O)c1ccc(C)cc1,-1.2,0,95,99,-2,-2.4,-15,-10,28
COc1ccc(-c2csc3ncnc(N4CCN(CCO)CC4)c23)cc1,0.6,6,102,104,13,-1.0,6,-3,38
NC(=O)c1nsc(C(=O)N(Cc2ccccc2F)C(C(=O)NCC2CCCO2)c2ccc(F)cc2)c1N (configuration not stated),6.9,8,101,103,-1,7.2,-5,-5,24
Cc1sc(N/N=C/c2cccs2)nc1-c1ccccc1,0.2,3,104,108,18,0.2,1,-4,-14
O=C(CSc1ccc2nnc(CCNC(=O)c3ccccc3)n2n1)Nc1ccccc1,0.3,-1,100,101,-13,-0.4,-15,-7,45
CCOc1cc(C2CC(=O)c3c(ccc4ccccc34)N2)ccc1O (configuration not stated),4.4,18,104,105,11,6.4,-10,-2,38
CCCN1C(=O)C(O)(c2c(C)[nH]c3ccccc23)c2ccccc21 (configuration not stated),0.4,-3,89,90,·,2.7,2,2,12
C(=N\N(c1ccccc1)c1ccccc1)/c1ccccn1,-1.4,5,99,98,-5,-1.0,-11,-10,14
COc1ccc2ccccc2c1/C=N/NC(=O)c1ccccc1F,-1.3,6,104,108,-11,-2.2,-18,-8,·
COc1ccc(O)c(/C=N/NC(=O)CSc2nnc(C)n2-c2ccccc2)c1,1.7,-8,88,86,26,0.9,-2,-1,25
c1ccc(-c2ccc(-c3[nH]ncc3CN3CCC(N4CCSCC4)CC3)cc2)cc1,0.5,-1,111,106,-3,4.1,0,-6,41
O=C(CSc1nnc(SCc2ccc(Cl)cc2)s1)c1ccc2c(c1)OCO2,1.6,-2,100,99,29,2.8,-11,-1,-7
O=C(NC1C(=O)NNC1c1ccccc1)c1ccc(F)cc1 (configuration not stated),1.2,2,101,98,14,-0.4,4,3,24
Cc1ccccc1C(=O)NCCCNC(=O)c1ccccn1,4.3,2,101,103,20,0.2,1,-7,12
CCCN1CCN(C(=O)Cn2c(=O)oc3cc(S(=O)(=O)NCc4ccccc4)ccc32)CC1,0.5,5,107,102,17,1.0,7,2,-9
CC1CCN(S(=O)(=O)c2ccc3c(c2)N(CC(=O)NCCCN2CCCC(C)C2)C(=O)CS3)CC1 (configuration not stated),-1.4,5,112,102,10,0.1,-9,-3,41
O=Cc1ccc(C(=O)OCC(=O)Nc2ccc(F)cc2F)cc1,-0.1,3,101,101,2,-0.9,2,-8,-2
CC1(C)CC(=O)C2=C(C1)Nc1ccccc1NC2c1nc2ccccc2[nH]1 (configuration not stated),-1.1,12,115,107,39*,-0.7,-4,0,17
CCOc1ccc(-n2c(SCC(=O)Nc3ccccc3CC)nc3n[nH]c(C)c3c2=N)cc1,-1.1,-1,110,117,17,-2.0,-2,-4,-5
COc1ccc2c(CC(=O)OCC(=O)NC(=O)c3cccn3C)coc2c1,0.3,8,103,107,-6,1.0,6,3,11
COc1ccc(S(=O)(=O)Cc2ccc(C(=O)N3CCN(Cc4ccccc4)CC3)o2)cc1,0.0,3,105,103,·,-0.9,5,2,-11
COc1ccc(-c2cc3ccc(OCC(=O)NCC4CCC(C(=O)O)CC4)cc3oc2=O)cc1 (configuration not stated),-0.1,0,97,98,10,0.1,-3,-5,-8
CCCc1cc(=O)[nH]c(SCC(=O)NC(=O)c2ccccc2)n1,0.0,5,107,103,2,0.0,-7,·,-2
CC(=O)Oc1ccc2c(C)c(CC(=O)N3CCN(C(=O)C4COc5ccccc5O4)CC3)c(=O)oc2c1C (configuration not stated),0.0,-9,100,100,10,-0.3,6,3,38
O=C(Nc1ccc(OC(F)F)cc1)c1ccccn1,-0.2,-14,85,97,2,-2.0,-18,6,4

# In a second layout: four of the compounds above
# Under each structure: V1aR counter	MEKK2 mut-MEK5	MEKK2wt PB1 HTS	MEKK3 PB1 HTS	NALP1 inh	OXTR agonist	GPR7 antag	GalR3 antag	PHOSPHO1 block
NC(=O)c1nsc(C(=O)N(Cc2ccccc2F)C(C(=O)NCC2CCCO2)c2ccc(F)cc2)c1N (configuration not stated)
 : 6.9	8	101	103	-1	7.2	-5	-5	24
CCCCCN1CC(O)=C(c2nc3ccccc3[nH]2)C1=N
 : 0.7	-2	102	93	-14	4.3	4	0	10
CC1(C)CC(=O)C2=C(C1)Nc1ccccc1NC2c1nc2ccccc2[nH]1 (configuration not stated)
 : -1.1	12	115	107	39*	-0.7	-4	0	17
O=C(/C=C/c1ccc(Cl)cc1)Nn1c(-c2cccs2)nc2ccccc2c1=O
 : 0.2	0	105	131*	21	-0.6	-6	-4	14

# Continued:
SMILES,V1aR counter,MEKK2 mut-MEK5,MEKK2wt PB1 HTS,MEKK3 PB1 HTS,NALP1 inh,OXTR agonist,GPR7 antag,GalR3 antag,PHOSPHO1 block
Cc1ccc2nc(-c3ccc(O)c(O)c3)cn2c1,0.5,3,102,102,-4,-0.6,-15,-3,20
Cc1ccc(C)c(-n2c(SCC(=O)Nc3nnc(C)s3)nnc2-c2ccoc2C)c1,-0.1,-21,2.0*[inhibitor],2.0*[inhibitor],21,1.9,-15,-3,1
Cc1cc(NC(=O)CSc2nc(C3CC3)nc3sc(C)c(C)c23)no1,0.1,-1,97,100,7,-0.9,8,-1,8
Cc1cccc(C)c1Nc1nnc(SC(C)C(=O)Nc2c(C)n(C)n(-c3ccccc3)c2=O)s1 (configuration not stated),0.6,-1,103,95,20,-0.2,-3,2,-19
CCCOc1ccc(C(=O)NC(C)C(=O)O)cc1 (configuration not stated),-0.2,3,102,102,46,-0.2,-3,-1,12
COc1ccc(-c2nc(CN3CCN(Cc4ccccc4)CC3)c(C)o2)cc1,0.4,14,117,112,12,-0.6,1,-9,34
Cc1noc(C)c1CN(C(=S)NC1CC1)c1ccccc1,0.2,0,89,88,24,0.8,0,-4,-9
CCOc1ccc(OCC)c(NC(=O)CSc2nc3cccnc3n2C)c1,2.4,-5,101,102,44,1.1,-7,-3,-15
Cc1ccc(NC(=O)c2sc(Cl)nc2-c2ccccc2)cc1C,-0.9,-2,92,96,17,-2.5,-8,-4,6
